Screening data (PubChem BioAssay)
NOD2 inhibition = NOD2 signaling inhibitors, cell-based, luminescence, uHTS, HEK293 (AID 1566) | HEK293 NOD2/NF-kB luciferase reporter, luminescence; higher % means a stronger effect | inhibition, % at 4 µM; hits with a dose series show EC50 in µM | actives 0.63% (n = 290,000); further: many of its hits are not listed in these tables
KOR beta-arrestin-1 = KOR antagonists, beta-arrestin recruitment, cell-based, luminescence, uHTS (AID 1778); Kappa-type opioid receptor (Homo sapiens); KOR beta-arrestin recruitment, luminescence, antagonist mode; higher % means a stronger effect; inhibition, % at 10 µM, or IC50 in µM where a hit was titrated; actives 0.091% (n = 290,000); further: strong numbers were not always called active
KOR beta-arrestin-2 = KOR agonists, beta-arrestin recruitment, primary screen, cell-based, luminescence, uHTS (AID 1777); Kappa-type opioid receptor (Homo sapiens); KOR beta-arrestin recruitment, luminescence; higher % means a stronger effect; activation, % at 10 µM, or EC50 in µM where a hit was titrated; actives 0.02% (n = 280,000); in the data active means activation above about 50%, passing the limit was not always enough; further: a part of the inactive calls stands beside numbers as strong as those of hits
HIV peptide binding = inhibitors of HIV fusion peptide binding, primary screen, biochemical, uHTS, fluorescence dequenching (AID 1986); actives 0.3% (n = 290,000); inhibition, % at 20 µM; hits with a dose series show IC50 in µM; cell-free peptide binding, fluorescence dequenching, 30 min; higher % means a stronger effect; in the data active means inhibition mostly above about 52%, no sharp cut-off; inactive means mostly below about 76%; further: some results filed as inactive read as strong as hits
NOD1 inhibition = NOD1 signaling inhibitors, primary screen, cell-based, luminescence, uHTS (AID 1578); inhibition, % at 4 µM; hits with a dose series show EC50 in µM; NOD1-driven NF-kB luciferase reporter cells, luminescence; higher % means a stronger effect; actives 1% (n = 290,000); in the data active means inhibition mostly above about 36%, no sharp cut-off; inactive means mostly below about 34%;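 further: HEK-293T reporter cells stimulated with the NOD1 agonist gamma-tri-DAP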
GPR35 arrestin U2OS = GPR35 antagonists blocking zaprinast-driven arrestin recruitment, primary screen, imaging, U2OS, beta-arrestin-GFP, zaprinast agonist (AID 2058); G-protein coupled receptor 35 (Homo sapiens); U2OS GPR35 beta-arrestin-GFP translocation imaging, zaprinast antagonism; higher % means a stronger effect; inhibition, % at 10 µM, or IC50 in µM where a hit was titrated; actives 0.052% (n = 290,000);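 active means inhibition of at least 50% with at least 30 cells and total cytoplasm GFP at most 10,000,000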
GPR55 beta-arrestin = GPR55 agonists via beta-arrestin recruitment, primary screen, imaging, U2OS cells, beta-arrestin-GFP redistribution (AID 1961) | U2OS GPR55 beta-arrestin-GFP redistribution imaging; higher % means a stronger effect | activation, % at 10 µM; hits with a dose series show EC50 in µM | actives 0.048% (n = 290,000);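 active means activation above 40% with more than 50 cells counted in the well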;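 further: U2OS osteosarcoma cells stably expressing GPR55 and beta-arrestin-GFP; plate controls were DMSO negative control for no effect and LPI positive control for full effect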
Myeloid diff MLP = induction of myeloid progenitor differentiation, primary screen, cell-based, flow cytometry, MLPCN library; ER-HoxA9 myeloid progenitors, lysozyme-GFP differentiation; calls only at 10 µM; actives 1% (n = 360,000);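 active means normalized GFP-positive differentiation at or above the plate's own cutoff, the solvent-only control mean plus 3 SD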;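 further: cells exposed to compound for four days before flow analysis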
GPR55 antagonists = GPR55 antagonists blocking LPI-driven arrestin recruitment, primary screen, imaging, U2OS, beta-arrestin-GFP, LPI agonist (AID 2013); U2OS GPR55 beta-arrestin-GFP translocation imaging, LPI antagonism; higher % means a stronger effect; one-dose inhibition, % at 10 µM; IC50 in µM for titrated hits; actives 0.13% (n = 290,000);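 active means spots per cell inhibited over 60%, with over 100 cells counted and total cytoplasm intensity under 500,000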;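 further: U2OS cells stably carrying GPR55 and arrestin-GFP stimulated by 5 µM LPI near EC80; imaged beta-arrestin-GFP aggregate spots per cell after agonist stimulation; plate controls were LPI-stimulated DMSO wells for no effect and DMSO wells without LPI for full effect; some results filed as inactive read as strong as hits; confirmed hits need IC50 under 10 µM and bright autofluorescent wells are also inconclusive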
Myeloid diff MLP GFP+ MAC1+ % = further read-out of Myeloid diff MLP, marked with its call; GFP+ MAC1+ double positive, %; measured here: differentiation confirmed by MAC1 staining
* hit, by the source's call; i = inactive; / = no result given; [ ] = another dose, or the depositor's remark. Unless noted, no stated cut-off is given here; in the data, active means inhibition above about 50%; inactive means the rest. This is a subset, so the mix of outcomes need not match the whole.

SMILES	NOD2 inhibition	KOR beta-arrestin-1	KOR beta-arrestin-2	HIV peptide binding	NOD1 inhibition	GPR35 arrestin U2OS	GPR55 beta-arrestin	Myeloid diff MLP	Myeloid diff MLP GFP+ MAC1+ %	GPR55 antagonists
COc1ccc(Cc2noc(CN3CCC(c4ccncc4)CC3)n2)cc1OC	22%	-11%	-3.9%	1.6%	17%	6%	0.0%	i	0.4	-2%
Cc1ccccc1N1CCN(S(=O)(=O)N(C)C)CC1	12%	-16%	4.5%	0.5%	-35%	-4%	-0.3%	i	0.3	-1%
O=C(Cc1c(F)cccc1Cl)NCCc1c[nH]c2ccccc12	-5%	26%	3.2%	-1.5%	-39%	-4%	-0.1%	i	7.4	-3%
CC(C)(C)c1ccc(S(=O)(=O)Nc2cccnc2)cc1	10%	-24%	0.1%	4.3%	37%	3%	0.0%	i	7.5	28%
Cc1cc(C)cc(C(=O)NCCCN2CCOCC2)c1	8%	-16%[20 µM]	/	-1.8%	-4%	-2%	0.1%	i	0.2	-4%
O=C(CN1CCN(c2ccccc2)CC1)N/N=C/c1cccc(F)c1	14%	14%	0.5%	0.4%	-13%	8%	0.0%	i	0.7	10%
COc1cc(OC)cc(C(=O)Nc2cc(-c3cn4cccnc4n3)ccc2C)c1	15%	25%	-1.9%	4.3%	-22%	-12%	-0.1%	i	0.6	15%
C=CCc1cc(OC)ccc1OCCCCn1cncn1	10%	5%	-1.8%	2.7%	-20%	4%	0.5%	i	0.4	8%
Cc1cc(C(=O)N/N=C2\CC(=O)CC(C)(C)C2)c2ccccc2n1	5%	12%	-0.7%	5.6%	-25%	-1%	-0.2%	i	0.0	19%
CCOc1ccc2oc(-c3ccccc3)c(C(=O)N3CCN(C)CC3)c2c1	-1%	12%	-0.4%	0.6%	3%	-11%	-0.2%	i	0.7	14%
CCC(C)NC(=O)CN1C(=O)CC(C)(C)S(=O)(=O)c2ccccc21 (stereo unspecified)	3%	9%	1.3%	-0.3%	-5%	3%	-0.1%	i	1.6	-4%
CCOC(=O)C=Nc1c(N)n(C)c(=O)n(C)c1=O	2%	26%	-1.0%	1.4%	-5%	-5%	-0.3%	i	0.5	10%
Cc1cccc(N(C(=O)CNC(=O)c2ccco2)C(C(=O)NC2CCCCC2)c2cccnc2)c1 (stereo unspecified)	-6%	-4%	-2.8%	1.5%	-33%	-9%	-0.2%	i	0.8	3%
CC1CCC2(CC1)NC(=O)N(CC(=O)N1CCN(S(=O)(=O)c3ccccc3)CC1)C2=O (stereo unspecified)	20%	2%	4.3%	0.3%	-24%	-6%	-0.4%	i	0.1	-1%
CCOc1ccc2[nH]c3c(NCCc4ccc(OC)c(OC)c4)ncnc3c2c1	/	-8%	6.5%	-2.2%	/	1%	-0.1%	i	0.8	-8%
N#C/C(=C\c1ccc(N2CCCCC2)c([N+](=O)[O-])c1)c1nn(-c2ccccc2)c(N)c1C#N	32%	21%	-11%	-2.4%	-10%	-17%	0.2%	i	0.8	20%
Cc1ccc2c(c1)C1CN(C)CCC1N2C(=O)Nc1ccc(Cl)cc1 (stereo unspecified)	-28%	/	/	-1.4%	-29%	4%	-1.0%	i	8.9	-17%
CCOc1ncccc1C(=O)OCC(=O)c1c(N)n(C)c(=O)n(C)c1=O	13%	-35%	5.5%	0.8%	3%	2%	-0.1%	i	0.7	9%
COc1ccc(F)cc1C(=O)C1CCCN(C(=O)CCN2CCCCO2)C1 (stereo unspecified)	6%	3%	1.0%	1.0%	-22%	4%	-0.3%	i	0.6	6%
Cc1ccc(C)c2[nH]c(=O)c(C(c3nnnn3Cc3ccccc3)N3CCc4ccccc4C3)cc12 (stereo unspecified)	2%	0%	-3.1%	5.5%	-16%	10%	0.0%	i	2.9	6%
CCOc1cccc(=O)c2c(C)n(Cc3ccccc3)c(C)c12	-4%	-52%[20 µM]	/	12%	-27%	8%	-0.1%	i	0.2	13%
CC1CC1c1ccc(/C=C(\C#N)C(=O)Nc2ccc(Cl)cc2)o1 (stereo unspecified)	-60%	-21%	0.4%	-0.5%	-16%	-3%	-0.2%	i	0.8	-6%
CCC(C)(C(=O)Nc1ccccc1C)N(C(=O)CNC(C)=O)c1ccc(C)cc1 (stereo unspecified)	-5%	6%	-2.6%	1.2%	-23%	-17%	0.1%	i	1.0	6%
O=C(Nc1cccc(C2OCCCO2)c1)c1cccs1	-10%	-56%	3.0%	-0.4%	-22%	-7%	0.5%	i	0.6	-3%
O=C(Nc1ccccc1F)C1COc2ccccc2O1 (stereo unspecified)	-35%	-23%[20 µM]	/	1.0%	-26%	6%	-0.1%	i	0.3	4%

Brought forward from above: 2 compounds, followed by the next part.
SMILES	NOD2 inhibition	KOR beta-arrestin-1	KOR beta-arrestin-2	HIV peptide binding	NOD1 inhibition	GPR35 arrestin U2OS	GPR55 beta-arrestin	Myeloid diff MLP	Myeloid diff MLP GFP+ MAC1+ %	GPR55 antagonists
O=C(Nc1cccc(C2OCCCO2)c1)c1cccs1	-10%	-56%	3.0%	-0.4%	-22%	-7%	0.5%	i	0.6	-3%
O=C(Nc1ccccc1F)C1COc2ccccc2O1 (stereo unspecified)	-35%	-23%[20 µM]	/	1.0%	-26%	6%	-0.1%	i	0.3	4%
O=C(Nc1ccccc1)c1n[nH]c(Cn2cncn2)n1	9%	-2%	-1.8%	-1.6%	4%	4%	-0.1%	i	0.6	7%
CC1CC(C)CN(CCCNC(=O)C2CCN(c3ncnc4c3sc3cccc(F)c34)CC2)C1 (stereo unspecified)	12%	65%	-0.5%	-1.5%	-9%	6%	0.0%	/	/	5%
Nc1nc(Sc2ccc(C(F)(F)F)cc2[N+](=O)[O-])n[nH]1	12%	6%	/	-2.7%	-4%	-5%	0.2%	i	0.8	-6%
COc1ccccc1[C@@H]1C(c2cccc(Cl)c2)=NN(c2ccc(Br)cc2)[C@H]1C(=O)N1CCOC1=O	2%	-5%	-1.1%	-1.9%	-9%	-22%	0.2%	i	1.6	-9%
Cc1cc(NC(=O)CSc2nnc(C)o2)no1	-2%	5%	-3.5%	-0.4%	-23%	-1%	0.0%	i	1.3	4%
O=c1[nH]c2c(cnn2-c2ccc(Cl)cc2)c(=O)n1-c1cccc(Cl)c1	16%	15%	-2.1%	4.6%	2%	16%	-0.2%	i	0.8	-13%
Cc1cc(C)c(C)c(S(=O)(=O)NCC(=O)N2CCCC2)c1C	8%	7%	-3.5%	1.0%	5%	0%	0.2%	i	1.2	4%
Cc1ccc(NS(=O)(=O)c2ccc(-n3cccn3)cc2)cc1F	22%	-2%	1.3%	1.4%	5%	-15%	0.2%	i	7.4	5%
O=C(NNC(=O)c1ccc(Oc2ccc(C3SCCS3)cc2)o1)c1ccc(Cl)cc1	10%	6%	4.8%	28%	1%	0%	-0.2%	i	0.6	12%
O=C(NCCCN1CCOCC1)c1ccc2c(=O)n(Cc3cccc(Br)c3)c(=S)[nH]c2c1	30%	-2%	-3.9%	-1.5%	-6%	7%	0.3%	i	0.2	2%
COc1cc(OC)cc(C(=O)Nc2nnc(Cc3ccc(OC)c(OC)c3)s2)c1	19%	3%	-2.6%	0.8%	7%	-9%	-0.3%	i	0.3	-12%
NS(=O)(=O)c1ccc(NC(=O)COC(=O)CCc2ccccc2)cc1	8%	-2%	-4.7%	0.7%	-4%	-17%	-0.1%	i	0.2	7%
O=C(N/C(=C/c1ccc(Br)cc1)C(=O)N1CCCC1)c1ccccc1F	-8%	-43%	2.6%	0.0%	2%	-5%	-0.1%	i	0.4	-3%
Cc1[nH]c2ccccc2c1C(=O)CSc1nc2ncc(Cl)cc2[nH]1	1%	-50%	1.9%	3.2%	-45%	-12%	-0.2%	i	0.1	4%
N/C(=N\OC(=O)Oc1ccccc1)c1ccc(Br)cc1	4%	9%	3.6%	-0.1%	-12%	-1%	-0.1%	i	0.5	-6%
Cc1ccc(NC(=O)Cn2nnc(C(=O)Nc3ccc(F)c(Cl)c3)c2N)cc1	-53%	-39%	3.8%	0.4%	30%	-6%	-0.1%	i	9.4	-13%
COc1ccc2nc(NC(=O)CN3CCN(C)CC3)sc2c1	-4%	-14%	-4.3%	4.0%	-16%	8%	-0.2%	i	0.3	0%
Cc1cc(NS(=O)(=O)c2ccc(NC(=O)c3cc4c(=O)n5ccccc5nc4s3)cc2)nc(C)n1	23%	13%	-1.3%	12%	-17%	-12%	-0.1%	i	0.2	8%
COc1ccc(C(=O)Nc2cc(-c3ccc(C)cc3)no2)cc1	44%	12%	-5.3%	-0.3%	6%	3%	-0.1%	i	1.0	7%
COc1cccc(NC(=O)Nc2cccc(C)n2)c1	-1%	-40%	-1.1%	-0.2%	-10%	-5%	0.3%	i	0.4	-8%
CCN(CC(=O)Nc1ccc(OC)cc1)C(=O)c1ccc([N+](=O)[O-])cc1	10%	-6%	-2.2%	-2.8%	-9%	-6%	-0.2%	i	1.6	-2%
COc1ccccc1NC(=O)c1cc2ccccc2o1	19%	14%	5.3%	-0.2%	-4%	3%	0.2%	i	1.0	-1%
Cc1nn(Cc2ccc(Cl)cc2)c(Cl)c1/C=N/NC(=O)CNc1ccccc1F	-24%	-9%	-3.1%	-1.5%	-34%	-1%	-0.2%	i	0.4	-1%
Cc1noc(C)c1COC(=O)c1cc2c3ccccc3n(C)c2s1	-8%	-30%	-3.3%	-3.4%	-20%	29%	/	i	0.3	5%
Cc1ccc(OCC(=O)Nc2ccc(C)c(S(=O)(=O)N3CCCCCC3)c2)c([N+](=O)[O-])n1	20%	-12%	-1.4%	-2.2%	-13%	-2%	0.0%	i	1.5	4%
Remaining list, next part
SMILES	NOD2 inhibition	KOR beta-arrestin-1	KOR beta-arrestin-2	HIV peptide binding	NOD1 inhibition	GPR35 arrestin U2OS	GPR55 beta-arrestin	Myeloid diff MLP	Myeloid diff MLP GFP+ MAC1+ %	GPR55 antagonists
COc1ccc(-c2noc(CCC(=O)N3CCN(Cc4ccccc4)CC3)n2)cc1	3%	-13%	-2.5%	-1.0%	-7%	12%	-0.1%	i	0.7	6%
CCSc1nnc(CSc2ncccn2)n1C	11%	-14%	-5.8%	1.4%	-17%	17%	1.0%	i	1.1	-1%
O=C(C1=COCCO1)N1CCN(S(=O)(=O)c2cccc(Cl)c2Cl)CC1	-5%	-21%	1.5%	2.0%	-11%	-7%	0.3%	i	0.6	4%
O=C(O)CCCn1cc(NC(=O)c2cccc(F)c2)cn1	-6%	6%	2.6%	-1.4%	-7%	5%	0.7%	i	0.7	1%
Cc1nn(-c2cc(C(F)(F)F)ccc2Cl)c2nc(C(F)(F)F)[nH]c(=O)c12	33%	-29%	1.6%	12%	18%	-8%	-0.2%	i	0.0	3%
CCN(CC)C(=O)CSc1nc(N)c(C#N)c(-c2cccs2)c1C#N	0%	11%	6.1%	0.9%	-45%	5%	0.5%	i	1.1	0%
